H1N1 NS1A inhibition: NS1A inhibition, H1N1 influenza, cell based functional assay (AID 504329); NS1A functional cell-based assay, percent inhibition; higher % means a stronger effect; one-dose inhibition, % at 12.5 µM; IC50 in µM for titrated hits; 0.3% of 340,000 active; in the data active = a potency from the dose series; inconclusive = inhibition above about 27% without an active follow-up result; note: strong numbers were not always called active
PhoP GFP inhibition: Inhibition of PhoP regulon, Salmonella typhi GFP reporter cells, confirmation, 4 h (AID 1850); Salmonella Typhi PhoP-promoter GFP reporter, fluorescence, 4 h; higher % means a stronger effect; one-dose inhibition, % at 50 µM; IC50 in µM for titrated hits; 0.33% of 310,000 active; in the data active = a potency from the dose series; inconclusive = inhibition mostly from about 25% at the one dose, without a potency; inactive = the rest, 99 in 100 with inhibition below about 19%;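 note: 0% = induced wells with vehicle and 100% = uninduced wells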
M. tuberculosis: growth inhibition of non-replicating M. tuberculosis (AID 488890); Mycobacterium tuberculosis non-replicating, growth inhibition; higher % means a stronger effect; inhibition, % at 25 µM, or IC50 in µM where a hit was titrated; 0.39% of 320,000 active; in the data active = a potency from the dose series; inconclusive = inhibition mostly from about 82% at the one dose, without a potency; inactive = the rest, 99 in 100 with inhibition below about 76%;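 note: plate controls were DMSO cells for no effect and high antibiotic wells for full effect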
inhibitors of VEEV: inhibitors of VEEV TC-83 cytopathic effect, confirmation, Vero cells (AID 588727). Vero cells, VEEV TC-83 cytopathic effect inhibition; higher % means a stronger effect. inhibition, % at 20 µM, or IC50 in µM where a hit was titrated. 0.13% of 350,000 active; in the data active = a potency from the dose series; inconclusive = inhibition mostly from about 14% at the one dose, without a potency; inactive = the rest, 99 in 100 with inhibition below about 12%; note: strong numbers were not always called active
M. tuberculosis HTS: M. tuberculosis growth inhibition, HTS (AID 449762) | M. tuberculosis H37Rv growth inhibition, 7H9 media; higher % means a stronger effect | one-dose inhibition, % at 25 µM; IC50 in µM for titrated hits | 0.59% of 330,000 active; in the data active = a potency from the dose series; inconclusive = inhibition above about 70% without an active follow-up result;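 note: bacterial growth assessed after seven days of incubation; strong numbers were not always called active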
inhibitors of VEEV 10K pilot screen: further read-out of inhibitors of VEEV, marked with its call; inhibition, %; measured here: 10K pilot screen inhibition
* hit, by the source's call; i = inactive; ? = inconclusive; . = no result given; & = joins results of further samples.

SMILES | H1N1 NS1A inhibition | PhoP GFP inhibition | M. tuberculosis | inhibitors of VEEV | M. tuberculosis HTS | others
NC(=O)c1cc(-c2ccccc2)sc1NC(=O)Cc1ccc(S(=O)(=O)N2CCOCC2)s1 | 3% | -6%&-10% | 6% | 0.1% | -10%
Cc1ccccc1Nc1nc(N)nc(COC(=O)c2cccc(S(=O)(=O)NCc3ccccc3)c2)n1 | 0% | -2% | 19% | 12% | 8%
CN1CCc2c(sc(NC(=O)c3ccc([N+](=O)[O-])o3)c2C(N)=O)C1 | 4% | 19µM* | 8.4µM* | 7.1% | ?
Cc1ccc(C(=O)c2ccccc2C(=O)OCC(=O)NC(C)(C)C)cc1 | -3% | 2% | 9% | 1.6% | 1%
CC1(C)Cc2noc(N)c2C(C)(C)N1OC(=O)c1ccco1 | 6% | 4% | 1% | 0.4% | -5%
CCOC(=O)c1nn(-c2ccccc2C)c2nc(-c3ccc(C)cc3)c(C#N)c(=O)n12 | 1% | 0% | 22% | i | 4% | inhibitors of VEEV 10K pilot screen=0.8
Cn1cccc1CNC(=S)Nc1cc(F)cc(F)c1 | -10% | 10% | -3% | i | -5%
O=C(COC(=O)COc1ccccc1)Nc1ccc(Cl)cn1 | -8% | . | 22% | 1.5% | 0%
Cc1cc(=O)nc2c3ccccc3n(CC(=O)NCCCN3CCOCC3)n12 | 3% | -4% | 7% | 1.3% | -1%
COc1ccccc1CN(Cc1cc2cc(C)ccc2[nH]c1=O)Cc1nnnn1CC1CCCO1 (centres undefined) | 3% | 6% | 60% | 4.5% | -1%

Entries shown so far with a furan ring, fused or not (2):
SMILES | H1N1 NS1A inhibition | PhoP GFP inhibition | M. tuberculosis | inhibitors of VEEV | M. tuberculosis HTS | others
CN1CCc2c(sc(NC(=O)c3ccc([N+](=O)[O-])o3)c2C(N)=O)C1 | 4% | 19µM* | 8.4µM* | 7.1% | ?
CC1(C)Cc2noc(N)c2C(C)(C)N1OC(=O)c1ccco1 | 6% | 4% | 1% | 0.4% | -5%

Following part:
SMILES | H1N1 NS1A inhibition | PhoP GFP inhibition | M. tuberculosis | inhibitors of VEEV | M. tuberculosis HTS | others
Cc1nc(-c2ccc(S(=O)(=O)N3CCOCC3)cc2)cs1 | -2% | 3% | 6% | 2.5% | -9%
O=C(Cc1cc(=O)oc2cc(O)ccc12)NCC1CCC(C(=O)O)CC1 (centres undefined) | -9% | 3% | -10% | 0.4% | -6% | inhibitors of VEEV 10K pilot screen=0.3
Cc1ccccc1N1CCN(C2CCCN(C(=O)c3snnc3C)C2)CC1 (centres undefined) | -11% | -11% | -4% | 2.5% | -3%
CCC1COCCS(=O)(=O)N1Cc1cccc(C(F)(F)F)c1 (centres undefined) | 4% | 7% | -3% | 8.9% | -3%
C[C@H](NC(=O)c1nc[nH]c1C(=O)NCC(=O)OCc1ccccc1)c1ccccc1 | -15% | 5% | 59% | 2.0% | -1%
Cn1c2c(c(=O)n1-c1ccccc1)CSCC2 | 9% | 9% | -9% | 1.7% | 0%
C[C@@H](NC(=O)OC(C)(C)C)c1nnc(S(=O)(=O)Cc2ccccc2)o1 | . | 2% | 57% | 13% | 6%
CC1SC(c2ccc(Cl)cc2)NC1=O (centres undefined) | 6% | -5% | -7% | 1.6% | -7%
O=C(c1csc2c1CCCC2)n1cccn1 | -5% | -14% | 20% | 1.5% | 4%
O=C(CCc1ccccc1)NCc1ccc2c(c1)OCO2 | -4% | -5% | 76% | 0.2% | 7%
Oc1ccc(-c2nccs2)cc1 | 8% | . | . | 0.3% | .
O=C1C[C@@H]2c3c(cccc3CN1Cc1ccccc1)C[C@@H](O)[C@H]2O | 6% | . | . | 0.3% | .
O=S(=O)(c1ccc(F)cc1)N1CCCN(c2nccc(C(F)(F)F)n2)CC1 | -2% | 7% | 19% | 0.3% | 2%
CC(=O)N1N=C(c2ccc(Br)cc2)OC1(C)CC(=O)Nc1ccccc1 (centres undefined) | 7% | -3% | 24% | 2.4% | 14%
CC(C)c1nnc(NC(=O)COc2ccc3ccccc3c2)s1 | -9% | -3% | 37% | 4.3% | -9%
Cc1ccc(S(=O)(=O)N2CCN(C(=O)COC(=O)COc3ccc(Cl)cc3)CC2)c(C)c1 | 6% | . | . | 2.1% | .
N#Cc1c(N2CCOCC2)nc(-c2ccco2)c2c1CCCC2 | -6% | 15% | 69% | 2.2% | -6%
O=C(CSc1ccc2ccccc2n1)N/N=C/c1ccccc1O | 3% | 9% | 36% | ? | 3%
Cc1cc(C2=NNC(=NC3CC3)SC2)c(C)n1-c1ccccc1F | 3% | -7% | ? | i | ?
Cc1ccc(CNC(=O)C(CC(C)C)OC(=O)c2ccco2)cc1 (centres undefined) | 1% | -4% | 1% | i | 2%
COc1ccc(Nc2nnc(SCC(=O)N3CC(=O)Nc4ccccc43)s2)cc1 | 10% | -2% | 36% | 1.1% | 1%
O=C(CSc1nnc(-c2ccncc2)o1)Nc1ccccc1Cl | -9% | 3% | -10% | 1.1% | -10%
Oc1ccccc1-c1cc(-c2ccco2)[nH]n1 | 14% | -8% | 24% | 0.4% | 0%
CC(C)c1ccc(NC(=O)C(c2ccccc2)N2CCOCC2)cc1 (centres undefined) | -8% | 5% | . | 0.6% | -6%
O=C(Nc1cccc(Cl)c1)ON=C1c2ccccc2-c2ccccc21 | 14% | -13% | 21% | 1.9% | ?
COc1ccccc1-c1nnc(NC(=O)C2=COCCO2)o1 | -7% | -10% | -18% | 1.4% | ?
OC(COCc1ccccc1)CN1CCN(c2ccccc2)CC1 (centres undefined) | -6% | 2% | -2% | i | -3%
CCc1ccc(-c2cc(C)no2)cc1S(=O)(=O)NCCN1CCC(C)CC1 | 5% | 3% | 12% | 0.6% | -1%
CCc1ccc(C(C)NC(=O)c2ccc(F)cc2)cc1 (centres undefined) | 5% | -9% | . | 0.1% | -9%
CN(Cc1nc2ccc(F)cc2[nH]1)Cc1nc(CC2CC2)no1 | -7% | -9% | 21% | 0.5% | 6%

Among those listed so far, 3 contain an aryl thioether with sulfur outside any ring:
SMILES | H1N1 NS1A inhibition | PhoP GFP inhibition | M. tuberculosis | inhibitors of VEEV | M. tuberculosis HTS | others
O=C(CSc1ccc2ccccc2n1)N/N=C/c1ccccc1O | 3% | 9% | 36% | ? | 3%
COc1ccc(Nc2nnc(SCC(=O)N3CC(=O)Nc4ccccc43)s2)cc1 | 10% | -2% | 36% | 1.1% | 1%
O=C(CSc1nnc(-c2ccncc2)o1)Nc1ccccc1Cl | -9% | 3% | -10% | 1.1% | -10%

Already shown: an excerpt of the list.
SMILES | H1N1 NS1A inhibition | PhoP GFP inhibition | M. tuberculosis | inhibitors of VEEV | M. tuberculosis HTS | others
CCc1ccc(C(C)NC(=O)c2ccc(F)cc2)cc1 (centres undefined) | 5% | -9% | . | 0.1% | -9%
CN(Cc1nc2ccc(F)cc2[nH]1)Cc1nc(CC2CC2)no1 | -7% | -9% | 21% | 0.5% | 6%

Additional compounds follow.
SMILES | H1N1 NS1A inhibition | PhoP GFP inhibition | M. tuberculosis | inhibitors of VEEV | M. tuberculosis HTS | others
CSC1=NCCN1C(=O)c1ccc(C)cc1 | -2% | -5% | 1% | 0.4% | 9%
COc1cccc(CN2CCN(Cc3cc4ccccc4[nH]3)CC2CCO)c1 (centres undefined) | 12% | 0% | 18% | 3.4% | 14%
CC(NC(=O)c1cc(-c2ccncc2)nc2ccc(Br)cc12)C1CCCO1 (centres undefined) | -6% | -4% | 13% | 6.7% | 1%
O=C(O)CSCC(=O)N1CCCN(c2nccc(C(F)(F)F)n2)CC1 | -5% | -4% | -1% | 1.5% | -1%
CSc1ccccc1C(=O)C1CCCN(C(=O)c2cncs2)C1 (centres undefined) | 1% | 5% | 5% | 1.8% | 5%
COc1ccc(C(=O)Nc2cccc(-c3ccc4nncn4n3)c2)cc1 | -14% | -10% | -2% | 2.8% | -5%
Cc1ccc(OCCCn2c(=O)oc3ccccc32)cc1 | -10% | -6% | ? | i | 70%
Cc1ccc([N+](=O)[O-])cc1S(=O)(=O)n1ccnc1C | -3% | -1% | 7% | 1.5% | 6%
CC(Sc1nnc2ccccn12)C(=O)Nc1ccc(Cl)cn1 (centres undefined) | 2% | 22% | 4% | 9.1% | 2%
CCN1CCN(CC(=O)Nc2ccc3c(c2)OCO3)C(=O)C1=O | 1% | . | 8% | 0.2% | -6%
O=C1NC(=O)C(CC(=O)N(Cc2cccs2)C2(C(=O)NC3CCCC3)CCCCC2)N1 (centres undefined) | -1% | 3% | 22% | 0.2% | 6%
O=C(Nc1ccc(NC(=O)c2ccc(S(=O)(=O)c3ccccc3)cc2)cc1)c1ccccc1 | 11% | 0% | 6% | 1.0% | 5%
CN(O)/C=C1\C(=O)Nc2ccccc21 | -11% | -5% | 2% | 1.9% | 3%
CCc1ccc(NC(=O)CO/N=C(\C)c2cc3ccccc3o2)cc1 | -4% | -3% | 61% | i | ?
O=S(=O)(c1ccccc1F)N1CCN(c2nc(-c3cccnc3)nc3ccccc23)CC1 | -1% | . | -14% | 6.5% | 15%
O=C1C(Cc2ccc(Br)cc2)SC(=Nc2ccccc2)N1c1ccccc1 (centres undefined) | 5% | -6% | 68% | 6.9% | 11%
Cc1c(C(=O)NNc2c(Cl)cccc2Cl)n(C)oc1=O | -1% | -12% | -7% | 0.7% | -5%
O=C(NCC(c1cccs1)N1CCOCC1)c1cc(S(=O)(=O)N2CCOCC2)ccc1Cl (centres undefined) | -4% | . | . | 1.2% | .
COc1cccc(OC)c1C(=O)Nc1ccc(NC(=O)c2ccco2)cc1 | 5% | 0% | -6% | 6.3% | -4%
Cc1nnc(NC(=O)c2cc3ccccc3o2)s1 | 8% | 6% | . | 1.0% | 9%
COc1cc(C(=S)NCc2ccccc2)cc(Br)c1O | -2% | -11% | 15% | 8.2% | 42%
Cc1ccc(OCCC(=O)Nc2ccc(F)c(Cl)c2)cc1 | -5% | -1% | 72% | 8.2% | 9%
O=C(NC1CCN(S(=O)(=O)c2ccccc2F)CC1)c1cccnc1 | 10% | -1% | 6% | 1.8% | 10%
O=C(Cn1cnnn1)NCc1ccccc1 | 3% | 6% | 4% | 0.6% | -2%
CCOc1ccc2nc(NC(=O)C3CCCO3)sc2c1 (centres undefined) | -2% | -9% | 45% | 1.4% | 58%
CCOC(=O)c1c(C)[nH]c(C)c1C(=O)COC(=O)c1cc(OC)c(OC)cc1OC | 4% | -12% | 9% | 2.2% | -1%
CCCCC1C(C#N)=C(C)NC2=C1C(=O)CC(C)(C)C2 (centres undefined) | 9% | -2% | 16% | 0.5% | -3%
CCN1C(=O)[C@H]2[C@@H](c3ccc(-c4ccc5c(c4)OCO5)c(OC)c3)N[C@@](Cc3ccccc3)(C(=O)OC)[C@H]2C1=O | 13% | 5% | 22% | 0.0% | -1%
C#CCOCCOCCOCCNc1nc(N2CCOCC2)nc(N2CCN(C(=O)CCCCCCCCCCNC(=O)[C@@H](CCC(=O)O)n3cc(CCCCCN)nn3)CC2)n1 | -1% | -2% | 2% | i | 6% | inhibitors of VEEV 10K pilot screen=0.1
Cc1ccccc1N1C(S)=C(C#N)C(=O)NC1c1ccco1 (centres undefined) | 7% | -1% | 13% | 1.5% | 0%
Clc1cccc(NCc2nnc(SCc3ccc(Cl)cc3Cl)o2)c1 | -15% | -17% | 16% | 3.6% | ?
COC(=O)CN1C(=S)N(c2ccc(OC)cc2)C(=O)C1CC(=O)Nc1ccc(F)cc1 (centres undefined) | -4% | -3% | 8% | 0.4% | -2%
CCOC(=O)CC(=O)CSc1nc2c(c(-c3cccs3)c1C#N)CCC2 | 4% | -14% | 54% | 0.5% | 11%
Cc1ccc(NC(=O)c2ccc(=O)n(CC(=O)Nc3ccccc3)n2)cc1 | -3% | 2% | -10% | 1.0% | 5%
COc1ccc(CCNC(=O)C2CC(=O)N(c3ccc(C(C)(C)C)cc3)C2)cc1OC (centres undefined) | 2% | -1% | 15% | 1.0% | -1%
N#CC(c1ccccc1)c1ccc2c(C(F)(F)F)cc(C(F)(F)F)nc2n1 (centres undefined) | 21µM* | -7% | 10% | 6.3% | 7%
COC(=O)c1cc(S(=O)(=O)N2CCCCC2)ccc1N1CCOCC1 | -4% | 2% | -3% | 0.7% | -1%
CCN(CC)CCCNc1oc(-c2cccc(Cl)c2)nc1C#N | -1% | -4% | 7% | 0.4% | -7%
O=C(Nc1nc(-c2cc(F)ccc2F)cs1)C1=NN(c2ccccc2)C(=O)CC1 | 3% | -7% | -5% | 9.1% | -6%
O=C(c1ccco1)N1CCC(n2nnc3ccccc32)CC1 | -3% | -7% | 3% | 2.2% | 0%
CC(OC(=O)C1CCCCC1)C(=O)Nc1cccc(Cl)c1 (centres undefined) | -10% | -2% | 30% | i | -8%
COc1ccc2occ(C(=O)c3cccs3)c2c1 | -7% | 6% | 14% | i | -3%
OCCN1CCN(C(=S)c2ccc(-c3ccccc3)cc2)CC1 | -1% | 7% | -13% | 1.5% | 2%

Screens as filed in PubChem.
